# Compound activity from PubChem.
# FEN1 inhibitor: human FEN1 inhibition; P39748; Recombinant FEN1 flap cleavage, fluorescence, 15 min; Potency, µM (series often up to 114 µM), inactives show at the highest dose activity change, negative = inhibition, usual class: inhibitors; actives 0.35% (n = 390,000); note: nearly all actives have a fitted effect of over 65% in size
# Target sequence (P39748 whole entry, looked up): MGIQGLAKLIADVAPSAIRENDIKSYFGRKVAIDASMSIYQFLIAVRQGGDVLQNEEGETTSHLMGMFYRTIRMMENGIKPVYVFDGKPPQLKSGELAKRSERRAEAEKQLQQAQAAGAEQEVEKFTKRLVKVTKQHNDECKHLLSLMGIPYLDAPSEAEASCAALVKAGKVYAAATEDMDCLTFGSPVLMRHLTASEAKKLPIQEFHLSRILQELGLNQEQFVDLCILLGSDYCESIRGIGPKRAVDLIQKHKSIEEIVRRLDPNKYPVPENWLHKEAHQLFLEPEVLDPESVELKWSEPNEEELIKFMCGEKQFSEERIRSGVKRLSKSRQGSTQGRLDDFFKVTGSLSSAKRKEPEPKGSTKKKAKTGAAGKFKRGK
#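 Potency values derive from four-parameter Hill fits of normalized qHTS data. The reaction used 10 nM FEN1 preincubated 15 min at room temperature with compound, then 50 nM DNA substrate, read at 0 and 15 min.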
# N370S GC mod: inhibitors or activators of N370S glucocerebrosidase for Gaucher disease | actives 0.092% (n = 330,000) | N370S GC spleen homogenate, 4MU-glucoside fluorescence | Potency, µM (highest dose often 59.4 µM), without a hit: at the top dose activity change, negative = inhibition, actives largely listed as inhibitors;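 note: 0% = full enzyme activity and -100% = no enzyme basal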
# TDP1 block: TDP1 (human) enzyme inhibition. Q9NUW8. recombinant TDP1, AlphaScreen DNA substrate cleavage. Potency, µM (highest dose often 130 µM), for the others: top-dose activity change, negative = inhibition, most hits filed as inhibitors. actives 0.28% (n = 350,000); note: nearly all actives have a fitted effect of over 40% in size
# Target sequence (Q9NUW8 whole entry, looked up): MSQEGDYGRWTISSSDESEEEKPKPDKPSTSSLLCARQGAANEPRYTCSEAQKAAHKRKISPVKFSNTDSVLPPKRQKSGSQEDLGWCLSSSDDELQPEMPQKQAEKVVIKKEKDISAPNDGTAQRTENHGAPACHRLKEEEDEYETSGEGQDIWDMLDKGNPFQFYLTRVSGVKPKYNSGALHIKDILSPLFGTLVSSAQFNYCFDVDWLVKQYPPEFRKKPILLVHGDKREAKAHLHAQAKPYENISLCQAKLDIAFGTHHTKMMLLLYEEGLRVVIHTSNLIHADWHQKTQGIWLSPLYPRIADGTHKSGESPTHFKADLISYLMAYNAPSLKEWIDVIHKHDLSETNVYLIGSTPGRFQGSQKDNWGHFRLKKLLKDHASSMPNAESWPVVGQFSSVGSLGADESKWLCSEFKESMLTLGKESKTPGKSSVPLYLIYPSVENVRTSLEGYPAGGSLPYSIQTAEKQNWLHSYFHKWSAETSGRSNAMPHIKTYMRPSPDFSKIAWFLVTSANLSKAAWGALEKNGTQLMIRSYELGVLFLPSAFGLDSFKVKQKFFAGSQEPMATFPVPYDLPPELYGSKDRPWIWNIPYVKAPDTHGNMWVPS
#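 Tdp1 1 nM final; 15 min RT w/ cpd; substrate 15 nM, 5 min; beads 10 ug/ml, 10 min; AlphaScreen read. Neg ctrl: no enzyme.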
# An asterisk follows results filed as active; ? = inconclusive; / = no result given; & = joins results of further samples; [ ] = another dose, or the depositor's remark. Calls come from the whole dose curve; as a rule, active = well fitted curve in the direction sought with a large enough effect; inconclusive = small, poorly fitted or top-dose-only effect, or another doubt; inactive = no such curve, though single readings can be large; an effect the other way counts as inactive or inconclusive. Unless noted, % is set by controls: 0 for no effect and ±100 for the full control effect; potency is the fitted concentration of half-maximal effect.
SMILES,FEN1 inhibitor,N370S GC mod,TDP1 block
Cc1ccc(-c2csc(N(C)C(=O)c3c(C)nn(-c4ccccc4)c3Cl)n2)cc1,-4%,7%,0%
O=C(CC(C(=O)NCc1ccccc1)c1nc2ccccc2c(=O)[nH]1)NCc1ccccc1 (stereo not given),-2%,1%,-3%
Oc1ccc(-c2csc(Nc3ccccn3)n2)c(O)c1,1%,-10%,/
Cc1cc(C)c(S(=O)(=O)Nc2ccc(Cl)cn2)c(C)c1,0%,7%,/
CN(C(=O)CSc1ccc2c(c1)OCCO2)c1ccccc1,12%,/,1%
COc1ccccc1NC(=O)c1cc(-c2cc(OC)c(OC)c(OC)c2)nc2ccccc12,-13%,-20%,8%
O=C1CCC[C@@H](C2=CCCCC2=O)C1,/,7%[12.8 µM],6%[21 µM]
COc1cccc(N(CC(=O)Nc2ccc3c(c2)OCO3)S(=O)(=O)c2ccccc2)c1,-7%,6%,8%
COc1ccccc1OCC(O)CN1CCOCC1 (stereo not given),8%,-11%,/
CC1CCc2nn(CC(=O)Nc3ccccc3Cl)cc2C1 (stereo not given),-18%,/,-5%
CC(=O)NC(Cc1ccccc1)C(=O)NC1CCN(C(=O)c2ccc([N+](=O)[O-])cc2)CC1 (stereo not given),-17%,1%,8%
COc1ccccc1C(=O)Nc1sc(C(=O)N2CCCC2)c(C)c1C#N,1%,1%,3%

# Complete entries, looked up by structure. Order of screens: FEN1 inhibitor, N370S GC mod, TDP1 block
# CN(C(=O)CSc1ccc2c(c1)OCCO2)c1ccccc1 across the screens: 12%, /, 1%
# Cc1cc(C)c(S(=O)(=O)Nc2ccc(Cl)cn2)c(C)c1 across the screens: 0%, 7%, /

# Grouped by structure: the entries above with sulfur
SMILES,FEN1 inhibitor,N370S GC mod,TDP1 block
Cc1ccc(-c2csc(N(C)C(=O)c3c(C)nn(-c4ccccc4)c3Cl)n2)cc1,-4%,7%,0%
Oc1ccc(-c2csc(Nc3ccccn3)n2)c(O)c1,1%,-10%,/
Cc1cc(C)c(S(=O)(=O)Nc2ccc(Cl)cn2)c(C)c1,0%,7%,/
CN(C(=O)CSc1ccc2c(c1)OCCO2)c1ccccc1,12%,/,1%
COc1cccc(N(CC(=O)Nc2ccc3c(c2)OCO3)S(=O)(=O)c2ccccc2)c1,-7%,6%,8%
COc1ccccc1C(=O)Nc1sc(C(=O)N2CCCC2)c(C)c1C#N,1%,1%,3%

# (more compounds)
SMILES,FEN1 inhibitor,N370S GC mod,TDP1 block
O=C(CSc1nnc(CNC(=O)C23CC4CC(CC(C4)C2)C3)n1-c1ccccc1)Nc1ccc(F)cc1,10%,16%,2%
Cc1noc(/C=C/c2ccco2)c1S(=O)(=O)N1CCC(C(=O)N(C)Cc2ccccc2)CC1,-8%,-5%,4%
O=C(Nc1ccccc1C(=O)NCCc1ccccc1)c1ccco1,3%,0%,4%
FC(F)(F)c1cc(-c2ccccc2)nc(N2CCCCC2)n1,-7%,10%,2%
COc1cc2c(cc1OC)C1(Nc3c-2c(C)nn3-c2ccccc2)C(=O)Nc2ccccc21 (stereo not given),-21%,-5%,5%
Cc1ccc(NCC(=O)N/N=C/c2cccc(Br)c2)cc1,3%,-3%,1%
CC(=O)c1cccc(NC(=O)CN2C=NS(=O)(=O)c3ccc(C)cc32)c1,-24%&1%,-25%,1%&2%
CC1CCN(C(=O)CSCC(=O)O)CC1,-6%,-2%,-5%
Cn1c(=O)c2c(O)c(C=Nc3ccc(F)cc3)c(=O)n(C)c2n(C)c1=O,0%,-22%,0%
CC(=O)NC(C)c1cc(Cl)c2cccnc2c1O (stereo not given),-4%,/,0%
CCOC(=O)CSc1n[nH]c(-c2cccnc2)n1,-2%,3%,4%
Cc1nn(C)c(Oc2cccc(Cl)c2)c1C(=O)O,1%,4%,3%
O=C(Nc1cccc(Cl)c1)C1=CC=CN2CCS(=O)(=O)N=C12,-6%,/,1%
O=C(CNC(=O)c1ccccc1)OCC(=O)c1ccccc1,-9%,/,-3%
CSCC[C@H](NC(=O)[C@@H]1Cc2ccccc2CN1)C(=O)Nc1ccc2c(c1)OCCO2,-7%,-16%,5%
Cc1ccc(SCC(=O)NCCSC(C)(C)C)cc1,4%,-2%,5%
CC(C)c1ccc(NC2CCCN(C(=O)c3cc(C(C)C)[nH]n3)C2)cc1 (stereo not given),3%,-6%,/
COc1ccc(N2CCN(S(=O)(=O)c3ccc(-c4cc(C(F)(F)F)on4)s3)CC2)cc1,-5%,/,5%
COC(=O)[C@@]1(Cc2ccccc2)[C@H]2c3cc(C(=O)N(C)C)n(Cc4cc(F)c(F)c(F)c4)c3C[C@H]2CN1C(=O)c1ccccc1,/,10%,13%
CCCNC(=O)c1ccc2c(c1)C1C3CCC(C3)C1C(c1ccccc1)N2 (stereo not given),-5%,11%,9%
O=C(NCCc1ccccc1Cl)c1ccc2c(c1)nc1n2CCOC1,-4%,/,5%
O=C(Cc1ccc([N+](=O)[O-])cc1)N/N=C/c1cccs1,-7%,-1%,3%
COc1ccc(S(=O)(=O)Nc2cccc(N(C)S(C)(=O)=O)c2)cc1Br,-2%,8%,5%
COc1ccc2cc(C(=O)NCc3ccco3)c(=Nc3ccc(C(=O)O)cc3)oc2c1,?,2%,2%
O=c1c2cn[nH]c2nc(SCc2cccc(Br)c2)n1-c1ccc(Cl)cc1,2%,/,13%
CC(C)N=c1scc(-c2cccs2)n1/N=C/c1ccc(O)c(O)c1O,-19%,-18%,12%
CN(c1ccc(C(=O)Nc2nccs2)cc1)S(=O)(=O)c1ccccc1,-14%,0%,3%
Nc1n[nH]c(-c2ccccc2)n1,-18%,5%,4%
CC1(c2ccccc2)NC(=O)N(CC(=O)N(CC(=O)Nc2ccccc2C(F)(F)F)Cc2ccco2)C1=O (stereo not given),-10%,-3%,1%
Cc1c(Nc2cc(N3CCCCCC3)c3nonc3c2[N+](=O)[O-])c(=O)n(-c2ccccc2)n1C,-3%,5%,-2%
Cc1ccc(/C=[N+](\[O-])c2ccc(N(C)C)cc2)c2nsnc12,?,-10%,8%
O=C1Nc2ccc3sc4ccccc4c3c2C1=O,?,5%,?
CCOc1ccc(C2=NC(c3cccs3)=Nc3ccc(C(C)C)cc3N2)cc1,?,/,9%
O=C1CS/C(=N/N=C/c2cccs2)N1Cc1ccc(F)cc1,11%,4%,2%
O=C(c1cnn2c(C(F)(F)F)cc(-c3ccco3)nc12)N1CCCc2ccccc21,7%,15%,-2%
COc1cc(NC(=O)C(CC(C)C)NS(=O)(=O)c2ccc3c(c2)CCN3C(C)=O)cc(OC)c1 (stereo not given),-8%,/,-5%
COCCNC(=O)C(=O)NCC(c1ccc2c(c1)OCO2)N1CCOCC1 (stereo not given),18%,/,-8%
CC(C)(C)NC(=O)CSc1ncccc1-c1nc2ccccc2[nH]1,-1%,-10%,/
Cc1cc(=O)n2[nH]c(N)c(N=Nc3ccccc3F)c2n1,-2%,-8%,8%
Cc1cc(C)n(-c2nc3cc(Cl)ccc3nc2N2CCN(c3cccc(C)c3C)CC2)n1,-11%,/,-4%[12.3 µM]
CCc1ccc(-n2c(SCc3nc(-c4cc(OC)ccc4OC)no3)nnc2-c2ccccc2)cc1,13%,/,11%
C[C@H](CO)N1C[C@H](C)[C@@H](CN(C)Cc2ccncc2)Oc2c(NC(=O)Cc3ccccc3)cccc2C1=O,12%,/,2%
Cc1n[nH]c(C)c1S(=O)(=O)N1CCN(C2CCCCC2)CC1,-2%,-4%,8%
N#Cc1c(-c2ccco2)ccn(Cc2ccc(F)cc2)c1=O,-15%,-14%,0%
COc1ccc(CCNC(=S)Nc2cccc(C)c2C)cc1,-5%,13%,5%
c1ccc(CN2CCN(c3ncnc4nc[nH]c34)CC2)cc1,-10%,-1%,5%
COc1ccc(NC(=O)c2cccnc2Nc2ccc(OC)cc2)cc1,9%,-5%,9%
O=C(OCC(=O)N1CCCCCC1)c1ccccc1Br,-3%,/,1%
Cc1cc(C)c2[nH]c(C(=O)N3CCC(n4nccc4NC(=O)C4CC4)CC3)c(C)c2c1,5%,-8%,2%
O=C1C=C(c2ccc(-c3ccccc3)c(F)c2)C[C@@H](c2ccc(Cl)cc2)C1,6%,/,3%
CCN(CC)S(=O)(=O)c1ccc(C(=O)N2CCN=C2SCc2cccnc2)cc1,?,2%,7%
COc1ccc(S(=O)(=O)Nc2cccc3c2O[C@H](CN(C)C(=O)NC(C)C)[C@@H](C)CN([C@H](C)CO)C3=O)cc1,19%,/,-1%
CCOC(=O)c1[nH]c2cc3c(cc2c1NC(=O)CN1CCC(C)CC1)OCO3,7%,-17%,-4%
O=C(NCCc1ccccc1)C1=CCN(S(=O)(=O)c2ccccc2)CC1,11%,-14%,0%
COc1cc(O)c(C(CCN2CCCC2)c2cc(OC)c(OC)c(OC)c2)c(OC)c1 (stereo not given),-3%&1%,0%&12%,10%&1%
CCCN1Cc2cccc(C(=O)Nc3ccc(C(C)=O)cc3)c2C1=O,15%,/,2%
O=C(NC1CC(=O)N(c2ccc(F)cc2)C1)c1ccco1 (stereo not given),-1%,/,0%
Cn1c2ccccc2c2cnn(CC(=O)Nc3ccccc3F)c(=O)c21,-1%,/,6%
Cc1cccc(C(=O)Nc2nnc(S(=O)(=O)N3CCC(C)CC3)s2)c1,14%&-1%,3%,3%&3%
O=[N+]([O-])c1ccc(-c2nnc(-c3ccccc3)c(N3CCOCC3)n2)cc1,-7%,2%,2%

# The list goes on (two carried over from the part before).
SMILES,FEN1 inhibitor,N370S GC mod,TDP1 block
Cc1cccc(C(=O)Nc2nnc(S(=O)(=O)N3CCC(C)CC3)s2)c1,14%&-1%,3%,3%&3%
O=[N+]([O-])c1ccc(-c2nnc(-c3ccccc3)c(N3CCOCC3)n2)cc1,-7%,2%,2%
S=C(NCc1ccccc1)NNc1nc2ccccc2[nH]1,1%,-2%,4%
CC1CC(C)CN(S(=O)(=O)c2ccc(C(=O)N3CC(C)OC(C)C3)cc2)C1 (stereo not given),0%,-3%,1%
CCC(=O)Nc1cccc(-c2nc3cc(C)ccc3o2)c1,13%,/,6%
Cc1cc(N2CCC(C(=O)Nc3ccc(F)cc3)CC2)nc(-c2ccccc2)n1,-7%,-18%,0%
COc1ccccc1OCCNc1cc(N2CCCCC2)ccc1[N+](=O)[O-],-15%,?,8%
Cc1cccc(-c2nc(CSCC(=O)N3CCN(c4ccccc4)CC3)c(C)o2)c1,-25%,/,6%
COC(=O)N1CC=CC1(C)C(=O)NCc1ccc(C)o1 (stereo not given),/,-3%,-13%
O=C(CSc1ccccc1)Nc1cccc(S(=O)(=O)N2CCCCC2)c1,3%,/,-5%
COC(CNS(=O)(=O)c1ccc(Cl)cc1)c1ccccc1 (stereo not given),4%,-3%,1%
CCN(CC)c1ccc(C=Nc2cc(C)cc(C)c2)c(O)c1,-1%,16%,8%
O=C(CSc1nnc(CN2CCOCC2)n1-c1ccc(Cl)cc1)Nc1cc(Cl)ccc1O,10%,-1%,3%
O=C(CSCc1c(Cl)cccc1Cl)Nc1ccccc1C(=O)N1CCOCC1,1%,1%,-4%
C=Cc1ccc(CN2CCCN(Cc3ccc(F)cc3)S2(=O)=O)cc1,-7%,-4%,/
Cc1ccccc1NS(=O)(=O)c1ccc2c(c1)NC(=O)CO2,2%,6%,-1%
Cc1sc2ncnc(N3CCC(C(=O)Nc4nnc(CC(C)C)s4)CC3)c2c1C,4%,-4%,/
Cc1cccc(NC(=O)COC(=O)c2ccccn2)c1,-2%,-2%,11%
CCOC(=O)OCC1OC(c2ccccc2)C=CC1Oc1ccc(F)cc1C (stereo not given),/,18%[12.8 µM],2%[21 µM]
Cc1nnc(NC(=O)Cc2cccs2)s1,-6%,-19%,-1%
CCC(=O)N1CCc2cc(S(=O)(=O)CCC(=O)Nc3ccc(F)c(F)c3)ccc21,-1%,3%,-3%
O=C(c1cccc(S(=O)(=O)N2CCOCC2)c1)N(Cc1nnc(-c2ccccc2Cl)o1)C1CC1,-1%,2%,1%
CC1COc2ccccc2C1=O (stereo not given),/,-8%,6%
Cc1cc(C)nc(NC(=O)/C=C/c2ccc3c(c2)OCO3)c1,-13%,3%,6%
Nc1cc(-c2ccccc2)nn1Cc1ccccc1,10%,-3%,7%
CCOC(=O)CSC(C)C(=O)Nc1nnc(C(C)C)s1 (stereo not given),22%,-4%,5%
Cc1ccc(NC(=S)N2CCCC2)cc1C,-4%,-10%,0%
Cc1ccc(C)c(NC(=S)NNC(=O)c2csc(C(C)C)c2)c1,-9%,13%,9%
COc1cc(OC)cc(C(=O)N[C@H](C(=O)Nc2ccc(F)cc2F)C(C)C)c1,2%,-15%,/
Cc1ccc(S(=O)(=O)Nc2ccc(C(=O)NCc3ccccn3)cc2)cc1,5%,-2%,3%
Cc1nc2nc(SCC(=O)NC3CCC(C)CC3)nn2c(C)c1Cc1ccccc1Cl (stereo not given),4%,/,5%
CSCc1c(C(=O)NC2CCCc3ccccc32)oc2ccccc12 (stereo not given),-15%,-26%,7%
O=C(Nc1cccc(C(=O)N2CCN(Cc3ccccc3)CC2)c1)c1ccccc1,4%,-5%,4%
CC(C)(C)c1ccc(C(=O)CCC(=O)NCc2ccccc2)cc1,-25%,/,-1%
NC(=O)c1cc2n(n1)C(C(F)(F)F)CC(c1ccco1)N2 (stereo not given),-4%,-1%,2%

# The order is random (roughly 0.53% active in at least one column).
